MT stabilizer: microtubule stabilization, imaging screen; HeLa tubulin immunostaining HCS, 24 h; share of cells brighter than vehicle mean+2SD; % tubulin-high responders, % at 10 µM; hit rate 0.83% among 200,000; AID 2205;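 active means plate Z-score above 3 for both tubulin-high and condensed-nucleus cell shares, with cell loss under 80%, at 10 µM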;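 further: anti alpha tubulin signal scored within the nucleus-defined area of each cell; some results filed as inactive read as strong as hits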
Dynein transport: blocks dynein driven cargo transport along microtubules. 3617.4 mouse cells, GR-EGFP nuclear translocation imaging; test concentration mostly 20 µM; stimulated with dexamethasone, 1 µM; active compounds read low. hit rate 0.47% among 220,000. AID 1381. z-score, hits read low;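 active means plate z-score of nuclear minus cytoplasmic receptor signal below a set negative limit, without overly bright fluorescence or cell loss, cut at about -3.5 in these data, passing the limit was not always enough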;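 further: z-score of nuclear minus cytoplasmic ring GR-EGFP intensity difference per well; some compounds called inactive have numbers as strong as hits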
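Buffer or medium – tet-free medium with charcoal-stripped serum · Signal – automated 10x imaging of fixed Hoechst-stained cells · Also added – dexamethasone agonist, 1.0 µM final, for 30 min · Incubation – induction 48 h, compound 1 h, agonist 30 min · Read-out – GR-EGFP nuclear translocation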
M1AAP inhibition: malaria alanyl aminopeptidase activity blockers – biochemical, fluorogenic H-Leu-NHMec substrate, 1536-well (AID 1445). inhibition, % at 30 µM, or IC50 in µM where a hit was titrated. recombinant M1AAP, H-Leu-NHMec fluorogenic kinetic assay; higher % means a stronger effect. hit rate 0.42% among 220,000;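 active means primary inhibition above the hit cutoff, then over 50% inhibition at one or more dose response concentrations, cut at about 23% in these data, passing the limit was not always enough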;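 further: plate controls were DMSO full reaction for no effect and no enzyme background for full effect; strong numbers were not always called active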
UTI89 phage lysis: protection from phage-mediated lysis, alamar blue read-out – E. coli UTI89, K1F phage, bacterial capsule biogenesis inhibitors (AID 488966). E. coli UTI89 K1F phage lysis, alamar blue, 2 h; higher % means a stronger effect. inhibition, % at 100 µM, or IC50 in µM where a hit was titrated. hit rate 0.02% among 340,000;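 active means phage lysis inhibition, versus mean bacterial control, above a set limit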;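 further: capsule biogenesis inhibitors block K1F phage lysis so surviving cells raise fluorescence; higher fluorescence means more inhibition of phage lysis; actives were called in the ten point dose series up to 300 µM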
Autophagy mod: modulators of autophagy. MEF GFP-LC3 puncta imaging; test concentration mostly 10 µM. calls only at 10 µM (by protocol). hit rate 0.98% among 190,000. AID 463193;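 active means percentage of spot-positive cells more than 3 SD above its plate mean, without a fluorescence outlier flag or 80% toxicity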;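 further: spot-positive cell cutoff set from DMSO-treated cells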
Ins promoter up: MIN6 insulin promoter up-regulation; MIN6 insulin promoter-GFP reporter, high-content imaging; active compounds read high; z-score at 5 µM; hit rate 0.3% among 190,000;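 active means z-score above 3 at 5 µM with at least 500 cells counted in the well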
CSM14.1 death rescue: rescue of cells from ER stress-induced death, primary screen, 384-well, CSM14.1, thapsigargin, ATP luminescence (AID 1222). 190,000 tested, under 10 active. cellular ATP content (survival), % at 20 µM; hits with a dose series show EC50 in µM. CSM14.1 thapsigargin-induced death rescue, ATP luminescence; higher % means a stronger effect;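 active means EC50 below 50 µM in the dose-response confirmation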;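 further: death triggered by thapsigargin at about 15 µM added after 2 h compound pretreatment; cell ATP read after overnight thapsigargin exposure of roughly 18 to 22 hours; normalized against plate controls of thapsigargin alone and 5% DMSO vehicle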
bCat nuc transl: beta-catenin nuclear translocation modulation; hit rate 0.3% among 190,000; nuclear translocation activity, % at 5 µM; HeLa beta-catenin nuclear translocation, immunofluorescence imaging;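 active means nuclear translocation activity above 50% at 5 µM, with a well cell count of 50 or more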;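 further: per-cell ratio of nuclear to cytoplasmic median beta-catenin stain intensity; plate controls were DMSO negative control for no effect and GSK-3 inhibitor IX positive control for full effect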
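Assay system: human HeLa cells, native beta-catenin; doses: 5 µM primary, 0.02–20 µM confirmation; incubation: compound treatment 24 h, 37°C, 5% CO2; technique: fluorescence imaging of beta-catenin antibody stain plus DAPI; measure: % activation, nuclear-to-cytoplasmic median beta-catenin signal ratio per cell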
M17LAP inhibition: P. falciparum M17LAP inhibitors, primary screen, biochemical, fluorogenic H-Leu-NHMec substrate, 1536-well (AID 1619); recombinant M17LAP, H-Leu-NHMec fluorogenic kinetic assay; higher % means a stronger effect; inhibition, % at 30 µM, or IC50 in µM where a hit was titrated; hit rate 0.38% among 220,000;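 active means compound inhibiting the enzyme by more than half at any dose during confirmatory dose-response retesting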;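 further: plate controls were full reaction with DMSO carrier for no effect and no enzyme background for full effect; strong numbers were not always called active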
Dynein transport cytoplasmic EGFP: further read-out of Dynein transport, marked with its call; z-score; measured here: cytoplasmic GR-EGFP intensity; active compounds read high
Dynein transport nuclear GR-EGFP: also measured in Dynein transport; calls as there; z-score; measured here: nuclear GR-EGFP intensity;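 lower value marks the stronger effect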
Dynein transport cell count: second read-out of Dynein transport, no call of its own (marks repeat the call); z-score; measured here: cell count per field
Ins promoter up cell count: second read-out of Ins promoter up, no call of its own (marks repeat the call); cell count; measured here: cytotoxicity, nuclei count;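 total cells summed across four imaged fields per well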
bCat nuc transl cell count 5 µM: second read-out of bCat nuc transl, no call of its own (marks repeat the call); cell count; measured here: cell count, cytotoxicity flag
MT stabilizer Hoechst-high %: also measured in MT stabilizer; calls as there; % Hoechst-high responders; measured here: nuclear condensation Hoechst responders;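 share of cells brighter than vehicle mean plus two SD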
MT stabilizer cytotoxicity %: also measured in MT stabilizer; calls as there; toxicity, %; measured here: cytotoxicity by cell density;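 0% = mean cell density of plate MIN control wells and 100% = no cells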
Autophagy mod cell loss 18 h: second read-out of Autophagy mod, no call of its own (marks repeat the call); toxicity, %; measured here: cell loss, nuclei count;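 cell loss after 18 h compound exposure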
* = called active by the depositor; i = inactive; nt = no result given; [ ] = remark or other dose.

SMILES	MT stabilizer	MT stabilizer Hoechst-high %	MT stabilizer cytotoxicity %	Dynein transport	Dynein transport cytoplasmic EGFP	Dynein transport nuclear GR-EGFP	Dynein transport cell count	M1AAP inhibition	UTI89 phage lysis	Autophagy mod	Autophagy mod cell loss 18 h	Ins promoter up	Ins promoter up cell count	CSM14.1 death rescue	bCat nuc transl	bCat nuc transl cell count 5 µM	M17LAP inhibition
COC(=O)c1[nH]c2ccc(Br)cc2c1NC(=O)CN1CCCCC1CCO (stereo unspecified)	2.5	1.7	9.2	0.22	-0.17	1	0.19	5%	0.4%	i	32	-0.45	1706	-0.6%	-1.8	1336	5%
COc1nc(OCCNS(=O)(=O)c2ccc(C)cc2)nc(N(C)C)n1	nt	nt	nt	-0.79	-0.26	-0.57	-0.22	4%	1.0%[50 µM]	nt	nt	-0.25	1456	nt	-1.6	1162	3%
O=C(c1ccc(C(F)(F)F)cc1)C1CCCN(C(=O)c2cnccn2)C1 (stereo unspecified)	3.2	2.0	8.6	-0.28	-0.24	-0.18	0.38	1%	0.3%	i	2	1.7	1464	-0.7%	-0.2	928	-3%
Cc1ccc(-n2c(=O)cc(N3CC(C)CC(C)C3)[nH]c2=O)cc1 (stereo unspecified)	4.9	3.0	5.4	-1.1	-0.31	-0.49	1.1	-2%	2.8%	i	20	-0.03	1543	-1.1%	0.1	1402	3%
CCOc1ncccc1C(=O)OCC(=O)Nc1ccc(C(C)C)cc1	1.7	1.8	2.2	0.5	-0.18	0.18	0.022	3%	0.0%	i	23	-0.19	1366	-1.3%	-1.1	1136	17%
C=CCC(CC=C)(NC(=O)c1ccccc1C(=O)O)c1ccccc1	4.5	1.4	8.6	0.095	-0.2	0.16	0.95	10%	1.4%[50 µM]	i	10	0.01	1347	-1.0%	1.7	1085	18%
CCCc1c(C)nn(-c2ncccc2[N+](=O)[O-])c1C	3.0	2.6	6.9	0.29	-0.29	0.78	-0.059	5%	0.1%	i	6	0.57	1564	1.4%	2.2	801	0%
COc1ccc(NC(=O)CNCCC2=CCCCC2)cc1	4.5	2.5	8.0	-0.15	0.26	0.34	-2.1	10%	0.3%	i	-8	0.09	1307	-2.7%	nt	nt	15%
COC(=O)c1nc2nc(-c3cccs3)cc(C(F)(F)F)n2n1	1.5	2.9	9.7	-0.75	-0.33	-0.67	0.76	12%	0.0%	i	-8	0.07	1223	0.3%	nt	nt	-18%
CC(=O)Nc1ccc(OS(=O)(=O)c2ccc(C(C)(C)C)cc2)cc1	2.4	2.1	8.6	-1.2	-0.38	-0.66	1.1	5%	nt	i	-3	0.24	1475	0.0%	1.6	1040	-1%
CC(NC(=S)N1CCN(c2ccccc2)CC1)c1ccccc1 (stereo unspecified)	nt	nt	nt	0.13	-0.78	-0.06	-0.32	-4%	1.0%[50 µM]	nt	nt	-0.07	1029	nt	1.2	1400	9%
CC(C(=O)Nc1cccc(S(=O)(=O)N2CCOCC2)c1)N1CCN(C/C=C/c2ccccc2)CC1 (stereo unspecified)	1.8	2.1	6.4	-0.43	-0.2	-0.35	0.28	-1%	3.9%	i	-2	-0.4	1563	-0.6%	-2.8	1079	10%
Cc1ccc2c(c1C)NC(=O)C2(O)CC(=O)c1ccc2c(c1)OCO2 (stereo unspecified)	2.7	3.2	40	-0.25	-0.27	0.25	1.2	-4%	-2.7%	i	-4	0.71	1223	1.1%	-0.2	825	38%
Cc1ccc(C(C(=O)NCc2ccccc2)N(C(=O)c2csnn2)c2cccc3ccccc23)o1 (stereo unspecified)	2.3	1.2	6.5	-0.04	1.9	0.29	0.72	7%	-0.6%	i	-15	0.64	1820	-1.1%	-1.5	1071	-5%
O=S1CCCSC1c1cccnc1 (stereo unspecified)	2.5	1.7	7.4	0.83	-0.23	-0.48	-0.33	4%	3.8%	i	-1	0.61	1232	nt	nt	nt	-4%
C/C=C(/C)C(=O)Nc1cccc(C2=NOC3(C2)C[C@@H](C(N)=O)N(C(=O)CCCCC)C3)c1 (stereo partly specified)	nt	nt	nt	0.87	-0.79	0.5	-0.15	2%	0.3%	nt	nt	-0.22	1094	nt	-1.9	1150	3%
CC(C)c1nnc(NC(=O)Cn2nc(-c3ccc4c(c3)OCCO4)ccc2=O)s1	5.2	2.2	5.9	-0.51	-0.19	0.027	-0.29	-4%	2.2%	i	7	0.46	654	-0.9%	3.0	1064	5%
COc1ccc(CN2CC34C=CC(O3)C(C(=O)O)C4C2=O)cc1 (stereo unspecified)	3.9	2.4	5.6	0.68	-0.086	0.38	-0.63	-3%	5.7%	nt	nt	-0.88	961	-1.1%	nt	nt	0%
CCN(CC)C(=O)CN(C)S(=O)(=O)c1cccc2nsnc12	3.3	1.3	12	-0.15	-0.21	0.28	-0.17	-5%	-0.6%	i	6	1.2	1458	0.1%	-0.9	890	7%
CC(=O)c1cc(F)c(N2CCN(C(=O)COc3ccccc3F)CC2)cc1C	3.2	2.4	2.8	0.46	-0.21	0.35	-0.39	-2%	2.0%	i	0	nt	nt	-1.7%	nt	nt	-17%
O=C(O)CC(CC(=O)O)(C(=O)O)c1ccccc1	nt	nt	nt	0.82	-0.24	0.3	-0.51	3%	0.1%	nt	nt	-0.4	1073	nt	-0.2	1353	5%
Cc1ccccc1N(C(=O)Cn1nnc2ccccc21)C(C(=O)NCc1ccco1)c1ccncc1 (stereo unspecified)	3.3	1.5	6.5	0.44	-0.26	0.86	-0.21	1%	0.4%	i	6	-0.03	799	-1.2%	-6.7	971	9%
Cn1c(C(N)=O)cnc1Sc1ncc(C(F)(F)F)cc1Cl	1.2	0.7	3.3	-0.45	-0.21	-0.62	0.35	2%	0.4%	i	12	-0.42	1490	2.1%	1.1	1373	6%
CSc1ncccc1C(=O)N1CCCC(CCC(=O)NCc2ccc(F)c(F)c2)C1 (stereo unspecified)	4.5	1.8	6.8	-0.59	-0.28	-0.17	-0.035	11%	0.0%	i	11	-2.5	1395	-0.2%	-2.8	1215	11%
Cc1ccc(NC(=O)CCCCCN2C(=O)c3ccccc3C2=O)nc1	4.3	3.8	8.4	-0.32	-0.25	-0.22	-0.0011	-1%	0.1%	i	-8	nt	nt	3.9%	-0.3	973	-1%
C(=C\N1CCCCCC1)/c1nnnn1-c1ccc(-c2ccccc2)cc1	nt	nt	nt	-0.092	-0.13	0.42	0.8	4%	-0.5%	nt	nt	0.04	973	nt	0.8	1305	14%
COc1ccc(/C=C2\SC(c3ccc(C)cc3)=NC2=O)cc1OC	2.8	2.2	9.1	0.37	1.9	0.34	-0.18	5%	0.4%	i	1	0	1709	0.5%	-0.4	1088	22%
Cc1cc(C)cc(OCC(=O)N/N=C/c2ccco2)c1	2.0	1.9	6.3	0.17	-0.35	0.21	0.21	2%	0.0%	i	-17	-0.14	1360	-0.7%	-0.9	1040	-4%
COc1cc2c(cc1NC(=O)CSc1nc3cc(Cl)ccc3s1)oc1ccccc12	6.0	5.7	2.5	1.8	-0.22	0.99	-0.24	6%	1.4%[50 µM]	i	-11	-0.17	1231	7.8%	-1.9	954	-7%
O=C(O)CSc1nc(-c2ccccc2)nc2c1CCCC2	nt	nt	nt	-0.32	-0.19	0.3	0.29	4%	0.3%	nt	nt	1.2	928	nt	0.3	1286	-4%
N#Cc1ccsc1NC(=O)CSc1nnc(-c2ccccc2)o1	2.6	1.0	8.7	0.03	-0.17	0.71	0.044	8%	-1.2%	i	31	nt	nt	-1.1%	-0.7	1140	83%
O=C1NC2(O)C(=O)c3ccccc3C2(O)N1 (stereo unspecified)	2.7	1.0	3.4	-0.29	-0.38	-0.14	0.43	5%	0.1%	i	2	-0.55	1338	-0.1%	-0.7	1065	15%
Cn1c(=O)c2c(nc(Sc3n[nH]c(N)n3)n2Cc2ccccc2Cl)n(C)c1=O	6.8	2.3	11	-0.66	0.14	-0.086	0.15	-6%	-0.7%	i	9	1.2	1485	-2.6%	0.4	1440	-4%
CC(Sc1nnc(COc2ccccc2)n1Cc1ccccc1)C(=O)O (stereo unspecified)	2.3	2.9	11	0.81	-0.27	1.1	-0.6	nt	0.5%	i	0	0.42	1572	-1.7%	0.7	993	nt
Cc1ccc(S(=O)(=O)NCCn2c(C)cc3ccccc32)cc1	6.0	2.0	7.4	0.81	-0.26	0.48	-0.84	11%	nt	i	4	0.65	1598	-1.9%	0.9	1346	18%
N#Cc1ccc(/C=C/C(=O)c2ccco2)cc1	2.2	1.9	0.3	-1.8	0.1	-1.4	-0.073	5%	0.1%[50 µM]	i	3	1.1	1181	-3.0%	-3.0	493	7%
Cc1cc(C)n2cc(CSc3nnc(N)s3)nc2n1	4.0	2.2	8.5	-0.53	-0.2	0.13	0.27	2%	0.7%	i	-2	0.16	1070	-0.5%	-0.6	1200	13%
Cc1cc(NC(=O)CN2CCCCC2C)nc2c1c(=O)oc1ccccc12 (stereo unspecified)	3.6	2.8	10	-0.51	-0.17	0.022	0.47	0%	nt	i	2	-0.08	1368	1.5%	-3.4	1189	-4%

Compound activity deposited in PubChem by several laboratories.
